Screens deposited in PubChem BioAssay by National Center for Advancing Translational Sciences (NCATS).
Akt phos inh: inhibitors of Akt phosphorylation; Neuro2A IGF-stimulated pAkt S473 HTRF, 20 min; active compounds read low; activity change, % for hits at 50 µM; 360,000 compounds, 0.32% hits; in the data active = activity change below about -80%; inconclusive = mostly about -51% to -80%; note: % is set by controls: 0 for no effect and ±100 for the full control effect
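Neuro2A cells (4,500/well, DMEM with 0.5% FBS) were treated with compound at a single 50 µM final concentration, stimulated with 6 nM IGF for 20 min at 37 °C, and lysed. Phospho-Akt Ser473 was read by HTRF as 665/615 ratio ×10^4.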
TDP43 rescue: inhibitors of TDP-43 toxicity in yeast; TDP-43 expressing yeast growth rescue, BacTiter-Glo, 24 h; Potency, µM (doses to about 46.1 µM), without a hit: at the highest dose growth rescue (activation), actives largely listed as activators; 410,000 compounds, 1.8% hits; AID 652104; note: potency is the fitted concentration of half-maximal effect; % of control where 0% means no effect; nearly all actives have a fitted effect of over 50% in size
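In this qHTS, compounds that restore growth of yeast expressing TDP-43 appear as activators. Cells (OD600=0.02, galactose medium, raffinose-pregrown) are incubated with compound 24 hr at 30 deg C and growth is quantified by BacTiter-Glo.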
Abeta rescue: restores growth of yeast expressing A-beta42 peptide. yeast expressing A-beta42, growth rescue, OD600, 48 h; response scale: 0% DMSO, 100% iron-clioquinol control. Potency, µM (series often up to 46.1 µM), inactives show at the highest dose growth rescue, actives largely listed as activators. 410,000 compounds, 0.063% hits. AID 1347071; note: potency is the fitted concentration of half-maximal effect; nearly all actives have a fitted effect of over 55% in size
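Yeast A-beta toxicity model in growth medium with pinned compounds, 48 h at 30 C; growth read as absorbance at 600 nm. Normalized to FeCl3/clioquinol equimolar mix (positive) and DMSO (negative).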
FUS yeast rescue: FUS proteinopathy suppression in yeast | S. cerevisiae FUS-expressing, growth rescue, OD600, 24 h | Potency, µM (series often up to 76.6 µM), inactives show at the highest dose growth rescue (activation), actives largely listed as activators | 390,000 compounds, 0.24% hits;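 note: potency is the fitted concentration of half-maximal effect; plate controls were DMSO vehicle for no effect and reference control for full effect; nearly all actives have a fitted effect of over 55% in size; some results filed as inactive show a strong effect at the top dose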
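Yeast FUS proteinopathy model; galactose-induced FUS (2%), starting OD 0.005. Cpds in dilution series, 24hr, 30C, 99% humidity. Abs 600 nm growth. Pos ctrl CP55940 (top 92uM final); neg ctrl DMSO.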
GLP1R inv ag: inverse agonists of human GLP-1 receptor | HEK293 GLP-1R CRE-luciferase, luminescence, 24 h; GLP-1R form is constitutively active | 410,000 compounds, 1.6% hits | Potency, µM (doses to about 38.3 µM), without a hit: at the top dose activity change, negative = inhibition, hits mostly inhibitors | AID 624417; note: potency is the fitted concentration of half-maximal effect; % is set by controls: 0 for no effect and ±100 for the full control effect; nearly all actives have a fitted effect of over 55% in size
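qHTS in 1536-well format: reporter HEK293 cells expressing constitutive GLP-1R activity in DMEM + 10% Nu serum, 24 hr with compounds at 37 deg C, luminescence read after 12 min with detection reagent.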
aSyn rescue: alpha-synuclein toxicity inhibition in yeast; Yeast expressing alpha-synuclein, growth rescue, BacTiter-Glo, 24 h; Potency, µM (titrated, usually from 46.1 µM), for inactives: at the top dose growth rescue (activation), usual class: activators; 370,000 compounds, 0.14% hits; AID 652106; note: potency is the fitted concentration of half-maximal effect; % of control where 0% means no effect; nearly all actives have a fitted effect of over 65% in size
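Rescue of yeast growth: cells expressing toxic alpha-synuclein, induced in galactose at OD600 0.02, incubated with compound 24 h at 30 C. ATP luminescence quantified growth; inhibitors of toxicity appear as activators.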
PTHR1 ag: PTHR1 (human) receptor agonism. HEK293 GP2 PTHR1 cells, GloSensor cAMP luminescence, 1 h. Potency, µM (highest dose often 115 µM), inactives show at the top dose activation, actives largely listed as activators. 410,000 compounds, 0.075% hits. AID 743266; note: potency is the fitted concentration of half-maximal effect; nearly all actives have a fitted effect of over 55% in size; some results filed as inactive show a strong effect at the top dose; inactives centre near -15; many of its hits are not listed in these tables
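HEK-293-derived GP2 cells expressing PTHR1 and a GloSensor cAMP reporter, 3,000/well, plated overnight, given luciferin plus IBMX (each 0.5 mM as added) for 1 h at 37 °C, then compound for 1 h at 37 °C. Luminescence was read after 15 min at room temperature.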
GLP-1R agonist: GLP-1 receptor (human) agonism. P43220. 380,000 compounds, 0.007% hits. Potency, µM (doses to about 45.6 µM), for inactives: at the top dose activation, actives largely listed as activators. HEK293 GLP-1R CRE-luciferase, luminescence, 4-6 h; cells express a hypersensitive GLP-1R form; note: potency is the fitted concentration of half-maximal effect; % of control where 0% means no effect
D3 antag: D3 dopamine receptor (human) antagonism; P35462; D3R cells, DiscoveRx beta-arrestin luminescence, antagonist mode; active compounds read low; max response, negative = inhibition, %; 360,000 compounds, 2.5% hits; AID 652054; in the data active = max response below about -50%; inconclusive = no clear call, values can overlap the other calls; note: % is set by controls: 0 for no effect and ±100 for the full control effect; mostly tested at two doses, the higher about 12 µM
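Cells expressing the human receptor were seeded at 1500 cells/well, incubated overnight at 37 degrees C in 5% CO2, then exposed to library compounds with dopamine controls for 90 minutes at 37 degrees C before luminescent detection.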
Active calls of the source: *; i = inactive; ? = inconclusive; . = not tested or not shown; & = joins results of further samples; [ ] = remark or other dose. Unless noted, calls come from the whole dose curve; as a rule, active = well fitted curve in the direction sought with a large enough effect; inconclusive = small, poorly fitted or top-dose-only effect, or another doubt; inactive = no such curve, though single readings can be large; an effect the other way counts as inactive or inconclusive.

The first 2 entries (preview)
SMILES	TDP43 rescue	GLP1R inv ag	PTHR1 ag	FUS yeast rescue	Abeta rescue	GLP-1R agonist	D3 antag	aSyn rescue	Akt phos inh
Nc1c(C(=O)c2cccs2)sc2nsc(SCCN3CCCCC3)c12	-31%[inhibitor]	-22%	i	0%	-33%[inhibitor]	12%	-52*	13%	i
Cn1c(=O)c2c(nc(N/N=C/c3cccnc3)n2Cc2ccccc2)n(C)c1=O	4%	35%[activator]	-16%	3%	-9%	22%	12	0%	i

Results (from the top)
SMILES	TDP43 rescue	GLP1R inv ag	PTHR1 ag	FUS yeast rescue	Abeta rescue	GLP-1R agonist	D3 antag	aSyn rescue	Akt phos inh
Nc1c(C(=O)c2cccs2)sc2nsc(SCCN3CCCCC3)c12	-31%[inhibitor]	-22%	i	0%	-33%[inhibitor]	12%	-52*	13%	i
Cn1c(=O)c2c(nc(N/N=C/c3cccnc3)n2Cc2ccccc2)n(C)c1=O	4%	35%[activator]	-16%	3%	-9%	22%	12	0%	i
O=C(CCC(=O)OCC(=O)c1ccc([N+](=O)[O-])cc1)Nc1ccccc1Cl	9%	-4%	-13%	6%	-3%	-4%	6	-1%	i
Cc1ccc(C(=O)OCC(=O)Nc2cccc(S(=O)(=O)N3CCCCC3)c2)s1	11%	?	-49%[inhibitor]	22%	?	-6%	-2	6%	i
Clc1ccccc1Cc1noc(CN2CCCCC2CCc2ccccn2)n1 (stereo not given)	-18%[9.22 µM]	?	i	30%	5%	15%	5	-2%	i
Cc1cccc(C)c1NC(=O)C(C1CC1)n1c(-c2ccc(-c3ccccc3)cc2)nc2ccccc21 (stereo not given)	?	?	11%	?	-2%	.	6	5%	i
CC1CC(C)CN(S(=O)(=O)c2ccccc2[N+](=O)[O-])C1 (stereo not given)	10%	0%	i	.	-5%	-6%	-2	11%	i
Cc1cccc(N2CCN(c3ccc(N4C(=O)CCCC4=O)cc3[N+](=O)[O-])CC2)c1C	15%	-11%	-6%	.	19%	-14%	9	3%	i
COc1ccc2[nH]c3c(c2c1)CCN1C(=O)C(CC(=O)NCCN2CCOCC2)C[C@H](C(=O)N2CCOCC2)[C@@]31C (stereo not given in full)	7%	12%	i	-9%	9%	5%	25	-3%	i
CCOc1cccc(C(=O)Nc2nnc(-c3ccco3)s2)c1	9%	?	-13%	?	-6%	-40%[inhibitor]	-19	-9%	i
COc1ccc(Oc2cccc(Cl)c2CNC(=O)CCC(=O)O)cc1	-19%	12%	-9%	5%	-10%	3%	-5	-1%	i
O=C(C[n+]1cccc(NC(=O)c2ccccc2)c1)c1cccc([N+](=O)[O-])c1	-9%[0.397 µM]	14%	i	12%	-1%	1%	-2	-2%	i
Cc1ccc(S(=O)(=O)N2CCC(C(=O)Nc3cccnc3)CC2)cc1	9%	0%	-10%	.	3%	0%	14	8%	i
Cc1cc2ccccc2nc1SCC(=O)N1CCCC1	4%	?	-5%[57.5 µM]	20%	-4%	21%	15	7%	.
O=C(NC1CCCC1)c1cc2c(=O)n3ccccc3nc2s1	20%	48%[activator]	i	7%	-22%	-6%	-4	-2%	i
C[C@H](CO)N1C[C@H](C)[C@@H](CN(C)Cc2ccc(C(=O)O)cc2)Oc2c(NS(=O)(=O)c3ccccc3)cccc2C1=O	5%	5%	-19%	-6%	5%	-3%	3	6%	i
CCc1ccc(-c2cnc3nc[nH]c(=O)c3n2)cc1	0%	3%	i	8%	8%	24%	0	-2%	i
CCc1ccc(Cn2nnc(C(=O)Nc3cccc(C)c3)c2N)cc1	-12%	7%	-20%	6%	-11%	3%	?	?	i
COc1ccc([N+](=O)[O-])cc1NC(=O)c1cn(-c2ccc(C)c(C)c2)c(=O)c2ccccc12	12%	-17%	-16%	.	5%	-2%	0	6%	i
CCc1ccc2nc(N(CCN(C)C)C(=O)c3ccc4ccccc4c3)sc2c1	-4%	13µM*	i	0%	11%	-1%	-4	1%	i
Cc1ccc(C(=O)C(C)OC(=O)Cc2n[nH]c(=O)c3ccccc23)cc1C (stereo not given)	-21%	-21%	-23%	18%	-8%	-1%	13	1%	i
Cc1nc(NCc2ccco2)c2c3c(sc2n1)CCC3	?	51%[activator]	-20%	?	17%	-19%	5	7%	i
COC(=O)c1c(-c2ccc(C)cc2)csc1N	13µM*	?	-7%	8%	1%	19%	13	5%	i
Cc1cccc(C(=O)NC2CCN(CC(=O)N3CCOCC3)CC2)c1	2%	8%	i	-12%	-3%	1%	-15	5%	i
CC(=O)c1ccc(NS(=O)(=O)c2ccc(-c3cnc(C4CC4)o3)cc2)cc1	?	57%&6%[activator]	-13%&-36%	23%&20%	-1%&2%	3%&7%	7	8%	i
Cc1nonc1C1CCCN1Cc1nc(-c2ccccc2Cl)oc1C (stereo not given)	-5%	?	-13%	3%	8%	8%	10	0%	i
FC(F)(F)c1cc(-c2cccs2)nc2ncnn12	27%	5%	i	-22%	5%	2%	11	1%	i
O=C(CCC(=O)N1CCN(S(=O)(=O)c2ccccc2Cl)CC1)c1ccccc1	?	-14%	-8%	0%	-8%	-6%	7	-1%	i
CC(NC(=O)c1cc(-c2ccncc2)nc2ccc(Br)cc12)C1CCCO1 (stereo not given)	10%	12%	i	27%	7%	1%	-12	-1%	i
O=C(COc1ccc(F)cc1)N(CC1=CCS(=O)(=O)C1)c1ccccc1	-6%	-29%	-8%	7%	-6%	0%	11	-3%	i
Cc1ccc2c(CN3CCN(CCO)CC3)cc(=O)oc2c1C	-14%	0%	-15%[57.5 µM]	?	9%	-5%	-21	-4%	.
O=C(N/N=C/c1cn(-c2ccccc2)nc1-c1cc2ccccc2o1)c1ccccc1Br	-5%	16%	-23%	32%	-18%	11%	3	-8%	i
O=C(c1ccccc1F)N(NC(=O)C(O)(c1ccccc1)c1ccccc1)c1ccccc1	15%	-33%	-18%	.	1%	-2%	8	8%	i
O=C(N/N=C/c1ccc[nH]1)c1ccncc1	-8%	0%	i	8%	13%	3%	6	-7%	i
CCOC(=O)C1CCN(C(=O)C2CCN(S(=O)(=O)N3CCC4(CC3)OCCO4)CC2)CC1	0%	3%	-22%	-1%	9%	0%	7	1%	i
N#C/C(C(=O)Oc1ccccc1)=C1\C=CC=CN1	20%	9%	-18%[57.5 µM]	13%	-10%	-6%	-17	-6%	i
CC(=O)N/C(=C\c1ccccc1)C(=O)OCc1ccc(C)cc1	28%	2%	i	8%	9%	-6%	7	4%	i
Cc1cc(NC(=O)c2cc(-c3ccco3)on2)no1	-20%	0%	i	37%	-10%	-7%	11	1%	i
CCOc1ccc2oc(C(=O)Nc3ccc(N4CCOCC4)cc3)c(C)c2c1	1%	6%	-8%[57.5 µM]	13%	6%	-8%	28	-6%	i
O=C(NC1CCCCCC1)c1ccc([N+](=O)[O-])s1	6%	-15%	-9%	11%	10%	10%	-9	1%	i
O=c1oc(-c2ccc(Br)cc2)nc2ccccc12	?	10%	-19%	1%	-2%	1%	5	1%	i
COc1ccc(NC(=O)C(c2ccccc2)N(C)C(=O)c2cnccn2)cc1 (stereo not given)	-3%	2%	-6%[57.5 µM]	-6%	5%	7%	7	1%	i
O=C(COC(=O)C1(c2ccccc2)CC1)N1CCN(c2ccc(F)cc2)CC1	?	?	-41%[inhibitor]	29%	-14%	-5%	48	0%	i
CN(C(=O)COC(=O)c1ccc(S(=O)(=O)N2CCOCC2)cc1)c1ccccc1	14%	5%	i	11%	17%	0%	-3	1%	i
COc1ccccc1CNC(=O)c1cccn1-c1nnc(N2CCCCC2)s1	3%	3%	-18%	17%	3%	.	.	.	.
COc1ccccc1OCCC(=O)Nc1nc(C)cs1	22%	5%	i	-15%	12%	3%	0	2%	i
CCn1ccnc1C(O)c1cccc2ccccc12 (stereo not given)	15%	-6%	i	-16%	0%	1%	10	2%	i
CN1[C@@H]2CC[C@H]1CC(OC(=O)C(O)c1ccccc1)C2 (stereo not given in full)	0%	-20%	-15%	-28%	-17%	-3%	.	-3%	i
CN(C(=O)COC(=O)COc1ccc(Cl)cc1)C1CCCCC1	-23%	15%	-5%[57.5 µM]	16%	10%	-8%	17	-10%	.
CC(C)C[C@@H](C(=O)NC1CC1)N1C(=O)N2CCc3c([nH]c4ccccc34)[C@@]2(C)C1=O	22%	-18%	-14%	6%	2%	-2%	9	-13%	i
Cn1nnnc1Sc1ncnc2scc(-c3ccsc3)c12	.	.	-43%	-9%	-32%	-8%	.	.	.
CC(C)Nc1nc(NCCO)nc2ccccc12	0%	10%	-41%[inhibitor]	-6%	1%	-4%	17	1%	i
O=C(CSc1ncn[nH]1)N1N=C2/C(=C/c3ccco3)CCCC2C1c1ccco1 (stereo not given)	3%	-9%	-25%	?	15%	13%	13	8%	i
CCCC(C)C(=O)N(Cc1ccccc1)c1ccccn1 (stereo not given)	-21%	0%	-8%	-5%	-17%	-4%	-24	-3%	i
CN(C)c1ccc(NC(=O)CSc2nc(N)c(C(=O)Nc3ccc(N(C)C)cc3)s2)cc1	0%	2%	-25%	39%	3%	3%	0	-5%	i
O=C(NCCCn1ccnc1)C(=O)NCC1OCCN1S(=O)(=O)c1cc(F)ccc1F (stereo not given)	5%	-1%	-4%	-6%	-1%	6%	0	-4%	i
CCCCN(C(C)=O)c1ccc(S(=O)(=O)NC2=NCCCCC2)cc1NC(C)=O	8%	19%	-22%	-18%	0%	-1%	4	1%	i

These rows are one share of the data; rates above refer to the full screens.
